Source: PubChem (Broad Institute)
TcdB GH inh: TcdB glycohydrolase inhibition; P18177; TcdB glycohydrolase enzymatic assay, plate reader; inhibition, % at 9.99 µM; actives 0.24% (n = 350,000); AID 652162; in the data active = inhibition above about 10%
Target sequence (P18177 whole entry, looked up): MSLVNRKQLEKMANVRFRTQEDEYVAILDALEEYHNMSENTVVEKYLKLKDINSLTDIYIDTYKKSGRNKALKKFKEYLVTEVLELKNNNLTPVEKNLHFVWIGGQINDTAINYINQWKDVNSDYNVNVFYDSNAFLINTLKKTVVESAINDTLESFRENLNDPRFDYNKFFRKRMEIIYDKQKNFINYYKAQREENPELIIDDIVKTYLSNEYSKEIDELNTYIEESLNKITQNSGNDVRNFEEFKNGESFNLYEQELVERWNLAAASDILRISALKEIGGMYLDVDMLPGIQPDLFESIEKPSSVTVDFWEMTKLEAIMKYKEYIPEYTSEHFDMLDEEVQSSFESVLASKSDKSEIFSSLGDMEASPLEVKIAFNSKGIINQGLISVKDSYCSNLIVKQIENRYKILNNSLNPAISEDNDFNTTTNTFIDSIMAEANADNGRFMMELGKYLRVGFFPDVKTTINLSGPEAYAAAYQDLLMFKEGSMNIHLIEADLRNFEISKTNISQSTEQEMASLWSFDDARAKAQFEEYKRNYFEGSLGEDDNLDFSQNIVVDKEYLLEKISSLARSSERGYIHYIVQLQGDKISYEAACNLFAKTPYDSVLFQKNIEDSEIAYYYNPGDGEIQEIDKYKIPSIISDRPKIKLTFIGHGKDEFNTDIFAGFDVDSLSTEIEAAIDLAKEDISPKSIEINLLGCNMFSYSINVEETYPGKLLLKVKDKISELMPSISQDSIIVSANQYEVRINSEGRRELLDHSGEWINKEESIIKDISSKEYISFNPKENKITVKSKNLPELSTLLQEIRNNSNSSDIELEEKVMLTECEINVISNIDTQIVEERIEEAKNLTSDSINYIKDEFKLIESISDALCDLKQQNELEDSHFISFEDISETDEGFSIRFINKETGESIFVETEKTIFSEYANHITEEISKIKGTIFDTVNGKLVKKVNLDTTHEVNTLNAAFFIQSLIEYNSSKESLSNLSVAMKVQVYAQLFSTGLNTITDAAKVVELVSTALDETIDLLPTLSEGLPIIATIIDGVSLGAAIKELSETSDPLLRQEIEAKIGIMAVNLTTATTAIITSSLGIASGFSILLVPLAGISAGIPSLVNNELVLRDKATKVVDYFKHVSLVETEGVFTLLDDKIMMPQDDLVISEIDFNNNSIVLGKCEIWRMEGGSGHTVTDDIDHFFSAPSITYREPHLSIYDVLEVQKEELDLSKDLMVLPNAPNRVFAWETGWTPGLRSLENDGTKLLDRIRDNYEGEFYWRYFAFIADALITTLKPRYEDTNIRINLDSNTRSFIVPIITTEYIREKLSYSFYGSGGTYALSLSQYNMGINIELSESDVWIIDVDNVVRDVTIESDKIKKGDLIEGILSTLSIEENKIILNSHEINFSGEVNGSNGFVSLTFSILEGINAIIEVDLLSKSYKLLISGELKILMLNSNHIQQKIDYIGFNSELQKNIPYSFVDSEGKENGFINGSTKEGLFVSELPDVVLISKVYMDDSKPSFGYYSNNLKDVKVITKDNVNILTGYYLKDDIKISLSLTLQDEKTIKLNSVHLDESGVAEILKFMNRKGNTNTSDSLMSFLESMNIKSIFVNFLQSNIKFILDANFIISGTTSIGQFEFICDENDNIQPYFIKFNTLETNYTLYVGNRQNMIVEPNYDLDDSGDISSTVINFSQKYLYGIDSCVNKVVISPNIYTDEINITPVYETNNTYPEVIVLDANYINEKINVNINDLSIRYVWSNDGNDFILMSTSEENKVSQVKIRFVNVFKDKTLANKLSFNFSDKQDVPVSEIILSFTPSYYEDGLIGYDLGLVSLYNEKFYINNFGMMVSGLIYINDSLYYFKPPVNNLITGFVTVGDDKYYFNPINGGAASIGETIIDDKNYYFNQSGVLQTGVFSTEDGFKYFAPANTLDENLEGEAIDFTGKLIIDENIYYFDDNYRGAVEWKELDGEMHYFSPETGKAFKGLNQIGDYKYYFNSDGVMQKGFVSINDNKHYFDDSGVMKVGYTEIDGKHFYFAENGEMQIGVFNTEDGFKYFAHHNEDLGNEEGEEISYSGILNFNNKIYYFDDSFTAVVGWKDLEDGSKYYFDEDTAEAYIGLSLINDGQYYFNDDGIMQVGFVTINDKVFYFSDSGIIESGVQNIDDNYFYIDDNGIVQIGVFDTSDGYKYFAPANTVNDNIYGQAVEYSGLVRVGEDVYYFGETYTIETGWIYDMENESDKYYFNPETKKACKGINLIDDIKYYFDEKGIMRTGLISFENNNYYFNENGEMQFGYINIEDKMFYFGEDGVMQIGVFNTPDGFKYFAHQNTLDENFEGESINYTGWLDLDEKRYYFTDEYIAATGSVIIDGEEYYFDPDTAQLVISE
* marks the source's active call; other numbers are inactive results. Only part of the results is shown; count on the stated rates, not on these rows.

SMILES | TcdB GH inh
COc1cccc(-c2ccc3c(c2)[C@H]2[C@H](CCN2S(=O)(=O)c2ccc(F)cc2)[C@@H](CO)N3C)c1 | -0.6
CCOC(=O)C1=CCC(c2ccc([N+](=O)[O-])cc2)N(S(=O)(=O)c2ccc(C)cc2)C1 (centres undefined) | 0.8
C[C@H](CO)N1C[C@H](C)[C@@H](CN(C)S(=O)(=O)c2cccs2)Oc2c(NC(=O)Nc3ccc(F)cc3)cccc2C1=O | 1.0
O=C(c1cccnc1)N1CC(=O)N2[C@@H](CO)[C@@H](c3ccc(-c4cccnc4)cc3)[C@@H]2C1 | -1.1
CCCc1nc2c3ccccc3ccn2c1Cc1ccccc1OC | 0.8
C[C@@H]1CN([C@H](C)CO)C(=O)Cc2cc(NS(=O)(=O)c3ccc(Cl)cc3)ccc2O[C@@H]1CN(C)Cc1ccc(C(=O)Nc2ccccc2N)cc1 | -0.1
CC(C)C#Cc1ccc([C@@H]2[C@@H](CO)N3C(=O)CN(C(=O)c4ccccn4)C[C@H]23)cc1 | 1.5
OC1(C#Cc2c(-c3ccsc3)sc3ccccc23)CCCCC1 | 0.1
COC(=O)C1=C(C)N(Cc2cccc(C(F)(F)F)c2)C(=NCC2CC2)NC1c1ccccc1C(F)(F)F (centres undefined) | 2.9
COc1ccccc1CN1[C@H](CO)[C@@H](c2ccccc2)C12CN(C(=O)c1ccccn1)C2 | -1.2
Cn1cnc(S(=O)(=O)N2[C@@H]3CNC[C@H]2C3c2ccc(-c3ccc(F)cc3)cc2)c1 (some centres undefined) | -0.4
O=C(CN1CCOCC1)N1CC(=O)N2[C@H](C1)[C@H](c1ccc(/C=C/c3ccccc3)cc1)[C@@H]2CO | 0.1
Cc1cccc(C)c1-n1nnnc1C(c1ccnc2ccccc12)N1CCN(CC(=O)NC(C)C)CC1 (centres undefined) | -0.5
CS(=O)(=O)N1CC(=O)N2[C@H](CO)[C@@H](c3ccc(C#CC4CCCC4)cc3)[C@H]2C1 | -0.1
c1cc(-c2cc3c(o2)CCCC3OCCN2CCOCC2)cs1 (centres undefined) | 0.7
COc1ccc(-c2ccc3c(n2)CCCN3S(=O)(=O)c2ccccc2C)cc1 | 0.0
O=C(NC1CCC1)[C@@H]1[C@@H](CO)[C@@H]2Cn3c(ccc(-c4ccccc4F)c3=O)[C@@H]2N1Cc1ccccn1 | -0.7
COc1ccc(CNC(=O)C[C@H]2C=C[C@@H](NS(=O)(=O)c3cccc(OC)c3)[C@@H](CO)O2)cc1 | -0.4
C[C@H](CO)N1C[C@H](C)[C@@H](CN(C)C(=O)Nc2ccccc2)Oc2ccc(NS(=O)(=O)c3cccs3)cc2C1=O | -0.8
COc1ccc(C[C@H]2CCn3cc(nn3)COC[C@H](C(C)C)NC2=O)cc1 | -0.8
COC(=O)[C@]12CCCCC=C1N(Cc1cccc3ccccc13)C(=O)[C@H](CC(=O)NCc1ccc(C)o1)C2 | -1.1
CCCCNc1c(-c2ccc(SC(C)CC)cc2)nc2ccc(Cl)cn12 (centres undefined) | 0.6
C[C@@H]1CN([C@@H](C)CO)C(=O)c2cc(NS(=O)(=O)c3cccs3)ccc2O[C@H]1CN(C)S(=O)(=O)c1ccccc1 | -0.6
Cc1ccc2nc(-c3ccc(F)cc3)c(Cc3ccsc3)n2c1 | 1.4
COc1ccc(-c2ccc([C@@H]3[C@@H](CO)N4C(=O)CN(Cc5ccccc5)C[C@@H]34)cc2)cc1 | -0.4
SMILES | TcdB GH inh
COC(=O)[C@]1(CC(C)C)NC=C(C(=O)c2ccccc2)[C@@H]1c1cccs1 | -1.2
COc1ccc2c3c([nH]c2c1)[C@@H](CO)N(Cc1cc(F)ccc1F)CC31CN(C(=O)C2CCC2)C1 | 0.4
COC(=O)[C@]12C[C@H](CC(=O)N3CCCCC3)C(=O)N(Cc3ccccc3)C1=C[C@H](C(C)(C)C)O[C@@H]2C | 0.4
COCC#Cc1ccc(CC[C@H]2O[C@H]3CC[C@@H](CO)O[C@H]3C[C@@H]2n2cc(C(C)(C)O)nn2)cc1 | -1.2
Cc1noc(C)c1S(=O)(=O)Nc1ccc2c(c1)C(=O)N([C@@H](C)CO)C[C@H](C)[C@@H](CN(C)Cc1ccc(C(=O)Nc3ccccc3N)cc1)O2 | -0.2
CN(C)CC#Cc1ccc([C@H]2[C@H](CO)N3C(=O)CN(C(=O)Cc4cccnc4)C[C@@H]23)cc1 | 0.8
COC(=O)c1ccc(N)c2c(N)ccc(C(=O)OC)c12 | 1.5
COc1ccc2c3c(n(C)c2c1)[C@H](CO)N(S(C)(=O)=O)CC31CCN(C(=O)C2CCCC2)CC1 | -0.2
O=S(=O)(c1cccc(Cl)c1)N1[C@@H]2CNC[C@H]1C2c1ccc(-c2cccnc2)cc1 (some centres undefined) | -0.9
COC(=O)Cc1nnn2c1[C@H](C)[C@H](c1ccccc1Br)OCC2 | 0.9
Cc1ccccc1-c1ccc(C2[C@H]3CNC[C@@H]2N3Cc2cncnc2)cc1 (some centres undefined) | -0.7
CC1(C(=O)NCc2ccccc2)CN(S(C)(=O)=O)CC(=O)N1Cc1cccc(F)c1 (centres undefined) | -10
COC(=O)[C@]12C[C@H](CC(=O)N3CCSCC3)C(=O)N(Cc3ccccc3)C1=C[C@H](C1CCCC1)O[C@@H]2C | 0.2
N#C[C@@H]1[C@H](c2ccccc2-c2ccccc2F)[C@H](CO)N1C(=O)Cc1ccccc1 | 0.4
COc1ccccc1NC(=O)N1CC(=O)N2[C@H](C1)[C@@H](c1ccc(C#CC3CC3)cc1)[C@@H]2CO | 0.8
COc1ccccc1NC(=O)N1CC(=O)N2[C@@H](CO)[C@@H](c3ccc(C#Cc4ccccc4)cc3)[C@@H]2C1 | 0.7
C[C@@H](c1ccccc1)N1C[C@H](COCc2ccccc2)Oc2cc(N3CC[C@@H](O)C3)ccc2S1(=O)=O | -2.0
COC(=O)C1=C(C)N(Cc2ccc(Cl)cc2)C(=S)NC1c1cccc(OC)c1 (centres undefined) | 1.4
COc1ccc2c3c(n(C)c2c1)[C@H](CO)N(C(=O)C1CC1)CC31CN(C(=O)C2CCOCC2)C1 | -1.6
COc1ccc2nc(-c3ccc(CN4CCC(n5c(=O)[nH]c6ccccc65)CC4)cc3)c(-c3ccccc3)nc2c1 | 0.7
C/C=C/c1cccc(-c2nc(C(=O)N3CCOCC3)cc3c2[C@@H](CCO)N(C(=O)NC(C)C)C3)c1 | 1.2
Cc1cccc(C)c1NC(=O)C1(C)CN(S(C)(=O)=O)CC(=O)N1CCc1c[nH]c2ccccc12 (centres undefined) | 1.1
O=C(Nc1ccccc1F)N1CC(=O)N2[C@H](C1)[C@@H](c1ccc(-c3cccnc3)cc1)[C@@H]2CO | 1.0
CCCC#Cc1ccc([C@H]2[C@@H](CO)N3C(=O)CN(C(=O)Nc4ccc(F)cc4)C[C@@H]23)cc1 | 0.2
C[C@H]1CN([C@@H](C)CO)C(=O)c2cc(NC(=O)Nc3ccc(C(F)(F)F)cc3)ccc2O[C@H]1CN(C)Cc1ccc(C(=O)Nc2ccccc2N)cc1 | 0.1

A portion of the results above, as a working copy:
SMILES | TcdB GH inh
COc1ccc2c3c(n(C)c2c1)[C@H](CO)N(C(=O)C1CC1)CC31CN(C(=O)C2CCOCC2)C1 | -1.6
COc1ccc2nc(-c3ccc(CN4CCC(n5c(=O)[nH]c6ccccc65)CC4)cc3)c(-c3ccccc3)nc2c1 | 0.7
C/C=C/c1cccc(-c2nc(C(=O)N3CCOCC3)cc3c2[C@@H](CCO)N(C(=O)NC(C)C)C3)c1 | 1.2

Taken from above:
In TcdB GH inh, CN(C)CC#Cc1ccc([C@H]2[C@H](CO)N3C(=O)CN(C(=O)Cc4cccnc4)C[C@@H]23)cc1 reads 0.8
In TcdB GH inh, c1cc(-c2cc3c(o2)CCCC3OCCN2CCOCC2)cs1 (centres undefined) reads 0.7

The list continues:
SMILES | TcdB GH inh
CCCC#Cc1ccc([C@H]2[C@@H](CO)N(C(=O)NC(C)C)[C@@H]2CNC(C)=O)cc1 | 0.3
CO[C@H]1CN(C)C(=O)c2ccc(NC(=O)C3CCOCC3)cc2OC[C@H](C)N(C)C[C@@H]1C | -1.7
CCCC#Cc1ccc([C@H]2[C@H](CO)N3C(=O)CN(S(=O)(=O)c4ccccc4C)C[C@@H]23)cc1 | 0.6
CCC(=O)N1[C@H](CO)[C@@H](c2ccccc2)C12CN(C(=O)c1ccncc1)C2 | 0.9
COc1ccc(S(=O)(=O)N(C)C[C@@H]2Oc3ccc(NS(=O)(=O)c4ccccc4)cc3CC(=O)N([C@H](C)CO)C[C@H]2C)cc1 | 1.0
CCN=C1NC(c2ccc(C(F)(F)F)cc2)C(C(=O)OC)=C(C)N1Cc1cccc(C(F)(F)F)c1 (centres undefined) | 2.1
CCOc1ccc(CCN2C(=O)C(=O)N([C@@H](Cc3ccc(O)cc3)CN3CCC[C@H]3CN3C(=O)C(=O)NC[C@@H]3CC(C)C)C[C@@H]2Cc2ccccc2)cc1 | 1.4
C/C=C/c1cccc(-c2nc(C(=O)N3CCOCC3)cc3c2[C@H](CCO)N(C(=O)NC(C)C)C3)c1 | -1.6
CCCNC(=O)N1CCC2(CC1)CN(C(=O)NC1CCCC1)[C@H](CO)c1[nH]c3cc(OC)ccc3c12 | -0.6
CCC(=O)N1CC2(CN(Cc3ccc(Cl)cc3)C2)c2c(n(C)c3cc(OC)ccc23)[C@H]1CO | 0.2
O=C(C1CC1)N1CC(=O)N2[C@@H](CO)[C@@H](c3ccc(C#CCc4ccccc4)cc3)[C@@H]2C1 | -1.4
O=C1NCCOc2ccccc21 | 0.3
CCCNC(=O)N1CC(=O)N2[C@@H](CO)[C@@H](c3ccc(C#Cc4ccc(F)cc4)cc3)[C@@H]2C1 | 0.6
O=C(c1ccccn1)N1CC2(C1)[C@H](c1ccccc1)[C@@H](CO)N2C(=O)C1CCC1 | 0.8
Cc1noc(C)c1S(=O)(=O)N(C)C[C@@H]1OCCCC[C@@H](C)Oc2ccc(NC(=O)Nc3ccc(F)cc3)cc2C(=O)N([C@@H](C)CO)C[C@@H]1C | 1.4
O=C(N[C@H](Cc1ccccc1)C(=O)N1CCN(Cc2ccccn2)CC1)[C@H]1O[C@@H](n2ccc(=O)[nH]c2=O)[C@H](O)[C@@H]1O | 2.0
O=C1[C@H](c2ccccc2)[C@@H](c2ccncc2)N1c1ccncc1 | 0.6
COCCNC(=O)c1cc2c(c(-c3cccc(-c4ccc(C#N)cc4)c3)n1)[C@H](CCO)N(C(=O)CC1CC1)C2 | 0.8
CO[C@@H]1CN(C)C(=O)c2ccc(NC(=O)NC(C)C)cc2OC[C@@H](C)N(Cc2ccccn2)C[C@H]1C | -2.2
CCCC#Cc1ccc([C@H]2[C@H]3CN(S(=O)(=O)Cc4ccccc4)CC(=O)N3[C@H]2CO)cc1 | 0.9
COc1ccc(C(=O)C(=O)N2CCN(c3ccccc3F)CC2)cc1 | 0.5
O=C(NCc1ccccc1)C(c1ccco1)N1CCN(CCN2CCOCC2)CC1 (centres undefined) | 0.3
Cc1cccc(N2CCN(C(=O)c3ccc4c(=O)[nH]c5c(C(=O)NC6CCCC6)sc(=S)n5c4c3)CC2)c1C | 0.1
C[C@@H]1CN([C@H](C)CO)C(=O)c2cc(NS(=O)(=O)c3ccc(Cl)cc3)ccc2O[C@H]1CN(C)C(=O)Nc1cccc2ccccc12 | -0.9
C[C@@H]1CN([C@@H](C)CO)C(=O)c2cc(NC(=O)Nc3cccc4ccccc34)ccc2O[C@@H]1CN(C)C(=O)Nc1cccc2ccccc12 | -1.0
SMILES | TcdB GH inh
CCC(=O)N1[C@H](CO)[C@H](c2ccc(-c3ccncc3)cc2)[C@@H]1CN(C)C(C)=O | 0.9
CCCCn1nnnc1C1(C)CCC(=O)N1Cc1ccc(F)cc1 (centres undefined) | 1.0
CO[C@H]1CN(C)C(=O)c2ccc(NC(=O)C3CC3)cc2OC[C@H](C)N(C(C)=O)C[C@@H]1C | 0.9
O=C(Nc1ccccc1)N1CC(=O)N2[C@H](CO)[C@@H](c3ccc(C#CC4CC4)cc3)[C@H]2C1 | 0.8
COc1ccc2c3c(n(C)c2c1)[C@H](CO)NCC31CCN(C(=O)Nc2ccccc2F)CC1 | -2.1
CC(=O)NC[C@H]1[C@@H](c2ccc(C3=CCCC3)cc2)[C@@H](CO)N1C(=O)CN(C)C | 1.1
CCCCCCCCN1C(=O)[C@H](CC(=O)NCc2cccc(C(F)(F)F)c2)C[C@@]2(C(=O)OCC)CCC=C12 | 0.5
Cc1csc(-c2nc3ccccc3n2C(C)c2nc3ccccc3[nH]2)c1 (centres undefined) | 0.5
O=C(O)C[C@H]1C[C@H]2c3cc(NC(=O)Cc4ccncc4)ccc3O[C@H]2[C@@H](CO)O1 | -2.6
COc1ccccc1CCn1cnc(-c2ccc(Cl)cc2)c1CC(C)C | 0.5
Cc1noc(C)c1S(=O)(=O)Nc1ccc2c(c1)CC(=O)N([C@H](C)CO)C[C@@H](C)[C@H](CN(C)Cc1ccc(-c3ccccc3)cc1)O2 | 0.5
Cc1ccc(-c2nc3c(Cl)cc(C(F)(F)F)cn3c2Cc2ccsc2)cc1 | 3.0
O=C(C[C@H]1C[C@H]2c3cc(NC(=O)NC4CCCCC4)ccc3O[C@H]2[C@@H](CO)O1)NC1CCCCC1 | 0.5
O=C(c1ccncc1)N1CC(=O)N2[C@H](CO)[C@@H](c3ccc(/C=C/c4ccccc4)cc3)[C@H]2C1 | 0.2
O=C(OCc1ccccc1)c1ccccc1O | 0.0

An excerpt from above in order of number of heavy atoms, low to high:
SMILES | TcdB GH inh
CCCCn1nnnc1C1(C)CCC(=O)N1Cc1ccc(F)cc1 (centres undefined) | 1.0
COc1ccccc1CCn1cnc(-c2ccc(Cl)cc2)c1CC(C)C | 0.5
CO[C@H]1CN(C)C(=O)c2ccc(NC(=O)C3CC3)cc2OC[C@H](C)N(C(C)=O)C[C@@H]1C | 0.9
O=C(c1ccncc1)N1CC(=O)N2[C@H](CO)[C@@H](c3ccc(/C=C/c4ccccc4)cc3)[C@H]2C1 | 0.2
Cc1noc(C)c1S(=O)(=O)Nc1ccc2c(c1)CC(=O)N([C@H](C)CO)C[C@@H](C)[C@H](CN(C)Cc1ccc(-c3ccccc3)cc1)O2 | 0.5
